# Source: PubChem (Sanford-Burnham Center for Chemical Genomics)
# CXCR6 inh: CXCR6 (human) receptor inhibition; O00574; CHO-K1 PathHunter CXCR6 beta-arrestin, luminescence; inhibition, % at 20 µM; 360,000 tested, 0.36% active; AID 602244; in the data active means inhibition above about 34%, passing the limit was not always enough;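 further: antagonist mode with CXCL16 agonist at 10 nM final; 0% = 10 nM CXCL16 with DMSO and 100% = unstimulated wells without agonist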
# Target sequence (O00574 whole entry, looked up): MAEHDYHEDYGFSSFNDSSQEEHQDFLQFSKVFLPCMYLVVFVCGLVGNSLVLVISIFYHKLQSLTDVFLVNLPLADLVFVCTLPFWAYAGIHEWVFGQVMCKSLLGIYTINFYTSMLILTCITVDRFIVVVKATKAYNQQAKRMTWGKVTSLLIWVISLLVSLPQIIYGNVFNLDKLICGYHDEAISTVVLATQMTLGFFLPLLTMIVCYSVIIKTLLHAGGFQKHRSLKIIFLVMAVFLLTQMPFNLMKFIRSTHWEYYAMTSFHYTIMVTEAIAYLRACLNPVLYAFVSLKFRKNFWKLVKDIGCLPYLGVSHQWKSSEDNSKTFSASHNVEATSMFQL
# Mdm2-MdmX inh: disrupts the human Mdm2-MdmX interaction; 330,000 tested, 3% active; SaOS-2 split-luciferase Mdm2/MdmX complementation, luminescence; O15151+Q00987; inhibition, % at 8 µM;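 active means inhibition of at least 50% at 8 µM in the primary screen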
# APJ antag: antagonists of human APJ apelin receptor; P35414; CHO-K1 APJ beta-arrestin complementation, luminescence; inhibition, % at 20 µM; 330,000 tested, 0.32% active;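 active means inhibition above about 40% at 20 µM, limit read from the data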;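 further: cells challenged with 10 nM apelin-13 agonist together with compound; plate controls were apelin-13 plus DMSO wells for no effect and DMSO wells lacking apelin-13 for full effect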
# Target sequence (P35414 whole entry, looked up): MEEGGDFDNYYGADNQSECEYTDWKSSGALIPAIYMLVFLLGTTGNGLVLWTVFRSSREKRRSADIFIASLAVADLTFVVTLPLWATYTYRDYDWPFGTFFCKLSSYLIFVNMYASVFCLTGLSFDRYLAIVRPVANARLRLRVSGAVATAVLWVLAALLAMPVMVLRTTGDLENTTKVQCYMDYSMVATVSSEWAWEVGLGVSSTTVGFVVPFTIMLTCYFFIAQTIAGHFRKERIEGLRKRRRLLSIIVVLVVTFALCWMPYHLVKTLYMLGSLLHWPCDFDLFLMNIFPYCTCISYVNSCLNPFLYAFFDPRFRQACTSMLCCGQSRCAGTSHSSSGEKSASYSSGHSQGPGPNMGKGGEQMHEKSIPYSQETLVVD
# UPR XBP1 act: activators of adaptive arm of unfolded protein response (XBP1). CHO-XBP1 luciferase reporter, IRE1-XBP1 UPR activation, luminescence; percent of tunicamycin response, DMSO as zero. activation, % at 20 µM. 330,000 tested, 0.33% active;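 active means versus positive control, 20 µM dose yields 30% or more activation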;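 further: 100% = tunicamycin at 10 µg/mL and 0% = DMSO only wells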
#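 Material: IRE1-XBP1 luciferase reporter CHO line / Quantity: one thousand reporter cells per well / Buffer or medium: F12 with 10% serum / Compound: 20 µM single concentration, DMSO 1% / Times: 6 h treatment, 37 °C / Detection: Steady-Glo luciferase glow luminescence, 10 min after reagent addition / Benchmarks: tunicamycin high, DMSO low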
# APJ ag: activates the human apelin receptor APJ; P35414; CHO-K1 APJ PathHunter beta-arrestin, luminescence; 0% DMSO wells, 100% apelin; activation, % at 20 µM; 330,000 tested, 0.11% active;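 active means activation more than six SD over the plate average, tested at 20 µM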;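 further: 0% = DMSO alone and 100% = apelin-13 at 10 nM; some results filed as inactive read as strong as hits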
#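 Incubation: overnight seeding, 90 min compound at 25 °C, 1 h detection; test system: PathHunter CHO-K1 APJ (AGTRL-1) beta-arrestin reporter cells; amount: 1000 cells/well; doses: one dose, 20 µM compound, 1% DMSO; measured by: beta-gal luminescence; measure: agonist-driven arrestin binding to APJ; benchmarks: negative DMSO alone, positive Apelin-13 at 10 nM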
# tim10-1 inh: tim10-1 yeast growth inhibition; S. cerevisiae tim10-1 ts strain growth, BacTiter-Glo, 24 h; inhibition, % at 20 µM; 330,000 tested, 2.2% active;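 active means inhibition of at least 40%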;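 further: mutant grown at 25 °C; 0% = DMSO wells with yeast and 100% = wells holding no yeast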
# UPR CHOP act: activators of apoptotic arm of unfolded protein response (CHOP); CHO-CHOP luciferase reporter, UPR activation, luminescence; percent of tunicamycin response over DMSO baseline; activation, % at 10 µM; 330,000 tested, 0.34% active;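 active means at 10 µM dose, activation of 40% or more, normalized to positive control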;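 further: 100% = tunicamycin at 10 µg/mL and 0% = DMSO alone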
#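 Test system: CHO-CHOP cells, stable luciferase reporter of PERK-eIF2a-CHOP signalling | Quantity: 500 CHO-CHOP cells per well | Buffer or medium: F12 plus 10% serum | Compound dosing: 10 µM single point, 0.5% DMSO | Schedule: 6 h compound treatment, 37 °C | Signal: Luciferase luminescence | Control set: Tunicamycin high control, DMSO low control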
# TIM10 inh: growth inhibitors of TIM10 yeast strain; S. cerevisiae TIM10 strain growth, BacTiter-Glo luminescence, 24 h; inhibition, % at 10 µM; 330,000 tested, 1.4% active; AID 463195;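 active means inhibition of 40% or more at the single tested concentration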;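 further: wild-type TIM10 isogenic control strain grown at permissive 25 °C; 0% = DMSO yeast wells and 100% = minimal medium wells without yeast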
# tim23-1 inh: growth inhibitors of tim23-1 mutant yeast; S. cerevisiae tim23-1 growth, BacTiter-Glo luminescence, 24 h; inhibition, % at 20 µM; 330,000 tested, 1.3% active; AID 463212;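 active means growth inhibition of the mutant yeast at or above 50%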;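 further: temperature-sensitive mutant grown at 25 °C; plate controls were DMSO-treated mutant yeast for no effect and medium wells lacking yeast for full effect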
# * hit, by the source's call; · = not tested or not shown. Only part of the results is shown (hit frequency here may not be typical).
SMILES,CXCR6 inh,Mdm2-MdmX inh,APJ antag,UPR XBP1 act,APJ ag,tim10-1 inh,UPR CHOP act,TIM10 inh,tim23-1 inh
Fc1ccc(NC(=S)Nc2nccs2)cc1,52.8*,-40.3,45.7*,8.6,-7.7,14.3,75.2*,3.2,33.8
CCSc1nc(C)c(C(C)=O)cc1C#N,1.3,7.9,23.2,-6.0,-0.9,-5.6,0.9,-2.9,-19.3
O=C(C1CCCN1S(=O)(=O)c1ccc(Cl)c(Cl)c1)N1CCCCC1 (stereo unspecified),2.0,26.0,8.6,-4.1,-2.3,16.7,-1.0,3.4,10.5
CN(Cc1cccc(F)c1)C(=O)CNS(=O)(=O)c1ccc2ccccc2c1,9.2,10.6,4.1,-2.9,-0.4,-8.8,1.7,4.9,2.7
Cc1ccc(C(CNS(=O)(=O)c2ccc(C)cc2)N2CCN(C)CC2)cc1 (stereo unspecified),-4.9,14.0,4.3,3.0,-0.1,-12.2,0.7,4.1,-3.5
Cc1onc(-c2c(F)cccc2Cl)c1C(=O)N1CCN(c2ncc(Br)cn2)CC1,2.2,-10.9,16.8,-4.0,-5.5,23.8,0.8,6.5,30.0
O=C(CC12CC3CC(CC(C3)C1)C2)Nc1c(F)cccc1F,9.3,14.3,-8.0,2.6,-3.2,9.3,0.7,39.0,16.9
COc1ccc(CNC(=O)CCS(=O)(=O)c2ccc3c(c2)CC(C)N3C(=O)C2CC2)cc1 (stereo unspecified),-6.0,15.6,-27.1,1.2,1.1,-2.7,-1.7,-17.7,-0.2
CN(C)/C=C(/C(=O)c1ccc(Cl)cc1)n1cncn1,-6.7,22.7,-9.2,-4.2,-4.1,6.4,-1.4,-13.1,11.8
CN(C)c1ccc(C(=S)N2CCCCC2)cc1,0.7,6.0,11.7,-0.5,-3.2,8.7,0.1,4.1,-3.8
O=C(N/N=C/c1ccc(-c2ccccc2Cl)o1)c1ccccc1,-4.8,-6.7,1.0,3.2,-2.5,-5.7,3.4,32.1,5.2
O=C(O)CCn1c(=O)oc2cc(S(=O)(=O)N3CCCC3)ccc21,6.2,6.8,2.4,0.8,-3.3,-22.3,0.1,4.5,-3.6
Cn1nccc1C(=O)Oc1cccc(/C=N/NC(=O)c2ccccc2O)c1,2.2,3.6,-1.6,-3.3,-5.8,-4.4,0.3,-47.4,0.6
CCCCCC(=O)Nc1cccc(-c2nc3ncccc3o2)c1,2.4,25.0,12.4,-1.9,-4.8,8.3,2.2,19.5,19.5
COC(=O)c1cc(Br)c(=O)n(CCc2ccccc2)c1,5.9,-15.8,-9.8,-2.2,-3.9,0.5,-1.4,-19.4,5.4
Cc1ncc(CO)c(/C=N/NC(=S)Nc2ccc(Cl)c(Cl)c2)c1O,-8.8,31.6,-7.7,-1.1,-1.8,51.1*,-4.1,91.5*,20.2
Nc1cc(Cl)ccc1C(=O)OCC(=O)N1CCOCC1,-2.9,-22.5,6.7,1.0,-4.1,24.7,2.2,-6.2,10.0
CCn1c(SCC(=O)N2CCCc3ccccc32)nc2c1c(=O)n(C)c(=O)n2C,-3.2,19.5,-29.4,1.7,-3.5,23.1,0.6,13.9,4.2
O=C(COC(=O)/C=C/c1cccc(Cl)c1)Nc1cccc(S(=O)(=O)NC2=NCCC2)c1,-2.8,5.0,-3.4,-0.8,-3.5,16.9,-0.9,5.9,12.1
CCS(=O)(=O)n1nc(-c2ccc(Cl)cc2)nc1N,-5.6,0.4,-13.9,0.0,-1.6,2.0,1.8,-0.7,6.0
COc1ccc(C2=C/C(=C\c3cccc(OC(C)=O)c3)C(=O)O2)cc1,6.7,13.7,5.7,2.2,-1.3,13.6,2.7,11.0,17.8
O=C(COC(=O)CCc1c[nH]c2ccccc12)NCc1ccccc1,-1.1,16.4,-12.3,-0.1,4.3,20.2,3.3,-8.1,1.5
O=C(COC(=O)Cc1c(F)cccc1Cl)Nc1nnc(-c2ccccc2)o1,-2.7,18.6,-49.9,-1.1,-2.8,0.8,0.6,5.4,14.5
CCC(C)C(NC(=O)C(C)NC(=O)CNC(=O)OC(C)(C)C)C(N)=O (stereo unspecified),0.2,11.3,5.9,-1.7,-3.2,-11.2,1.5,-1.4,6.7
CCN(CC)CCCN(C(=O)c1ccc(Br)cc1)c1nc(-c2ccc(OC)cc2)cs1,4.0,49.2,18.3,0.2,-3.1,24.3,3.4,15.6,23.0
O=S(=O)(NCCSCc1ccc(Cl)cc1Cl)c1ccc2c(c1)OCCO2,-17.8,16.0,5.6,-0.1,3.4,45.0*,3.3,19.1,27.6
Clc1cccc(Cl)c1Cn1cnc2c(N3CCCCCC3)ncnc21,-6.1,78.5*,9.2,11.2,-1.6,44.0*,1.2,41.1*,50.1*
Cc1ccc(-n2c(C)csc2=N)cc1,-4.7,-108.1,-0.7,2.5,-2.2,20.2,0.0,1.4,11.7
CCOc1ccc(C(=O)n2cc(C(=O)OC)c3ccccc32)cc1,-5.5,1.6,-12.7,1.7,-5.7,13.6,1.6,10.3,26.8
NC(=O)C1=C[C@@H](c2csc3ccccc23)C[C@@H](OCCCCO)O1,-1.5,27.9,-11.4,0.6,9.1,-9.6,0.0,5.4,9.8
CN(C(=O)CSc1nnc(-c2c[nH]c3ccccc23)n1C1CC1)C1CCS(=O)(=O)C1 (stereo unspecified),3.6,-22.8,-10.7,-2.7,-2.2,6.4,-0.8,-6.9,7.6
O=C(O)c1cccc(NS(=O)(=O)c2ccc(Oc3ccc(S(=O)(=O)Nc4cccc(C(=O)O)c4)cc3)cc2)c1,4.8,13.6,0.0,-1.7,-4.7,-8.1,-0.9,7.2,7.2
COc1ccc(C(=O)OCCNC(=O)c2ccncc2)cc1OC,0.6,-1.0,-1.8,1.4,-0.2,7.0,3.2,8.5,11.4
c1cnn(-c2cc(N3CCOCC3)ncn2)c1,-2.5,15.4,8.8,-0.4,-1.1,19.0,-2.5,-27.1,-11.1
N#CCc1nnc2n1-c1ccccc1CCC2,6.0,24.3,-14.9,0.2,-3.4,-2.9,-1.3,-16.6,1.6
O=C(Nc1ccccc1N1CCCCC1)c1cccc(Cl)c1,-8.3,-3.9,15.9,-4.8,-2.6,-4.3,1.1,7.4,7.6
O=C(NC(=S)NCc1ccc(-c2nc3ccccc3s2)cc1)c1ccco1,7.9,-67.6,14.2,2.6,0.1,15.5,4.9,-10.3,-23.3
O=C(COc1cccc2cccnc12)Nc1ccccc1,-1.4,-45.3,21.9,1.9,0.8,31.5,1.8,0.7,15.2
CCCNC(=O)c1[nH]c(C)c(C(=O)OCC)c1C,·,-16.6,2.5,0.8,-0.6,10.5,0.5,9.3,6.6
COc1ccccc1-c1nnc(SC(C)C(=O)O)n1-c1ccccc1 (stereo unspecified),-6.1,30.8,14.1,-4.6,-1.4,9.9,-1.6,6.0,8.7

# In a second layout: results already given
# Each structure is followed by: CXCR6 inh, Mdm2-MdmX inh, APJ antag, UPR XBP1 act, APJ ag, tim10-1 inh, UPR CHOP act, TIM10 inh, tim23-1 inh
> Fc1ccc(NC(=S)Nc2nccs2)cc1
 : 52.8*, -40.3, 45.7*, 8.6, -7.7, 14.3, 75.2*, 3.2, 33.8
> CN(C)/C=C(/C(=O)c1ccc(Cl)cc1)n1cncn1
 : -6.7, 22.7, -9.2, -4.2, -4.1, 6.4, -1.4, -13.1, 11.8

# The listing continues.
SMILES,CXCR6 inh,Mdm2-MdmX inh,APJ antag,UPR XBP1 act,APJ ag,tim10-1 inh,UPR CHOP act,TIM10 inh,tim23-1 inh
CCOc1ccc(Nc2nc(N)c3ccccc3n2)cc1,2.1,-5.3,-2.4,-9.6,-0.1,62.3*,-7.2,46.0*,56.8*
Fc1ccc(C2CC(c3ccc(F)cc3)n3ncnc3N2)cc1 (stereo unspecified),7.9,-12.3,20.9,1.0,-2.7,13.7,5.8,-9.3,3.6
O=C(COC(=O)c1ccco1)Nc1nc2c(F)c(F)c(F)cc2s1,-8.0,5.3,19.4,-3.6,1.4,-4.8,2.2,9.3,14.1
O=C(Nc1ccon1)c1ccc(S(=O)(=O)N2CCOCC2)cc1,25.6,12.3,1.2,-6.4,-1.0,5.3,0.8,-1.3,13.5
Cc1ccc(NC(=O)Cn2c([N+](=O)[O-])cnc2C)cc1Cl,4.3,10.7,22.5,-3.6,-0.1,-0.6,-1.3,-0.9,-5.2
CN(C)C(=O)CN1c2cccc3cccc(c23)S1(=O)=O,5.1,16.3,1.1,-3.2,-0.8,7.3,-1.3,-3.5,10.1
Cc1ccccc1CCNC(=O)C1CCC(=O)N(Cc2ccc(Cl)cc2)C1 (stereo unspecified),0.4,10.4,-15.1,-1.4,5.7,11.8,-0.5,10.6,15.3
CCOC(=O)c1cnc(SC2CC(=O)N(c3ccccc3)C2=O)nc1N (stereo unspecified),-6.3,12.7,-3.7,-1.8,2.5,24.8,2.0,11.2,11.1
Cc1cccc(NC(=O)C(c2ccccc2Cl)N2CCOCC2)c1 (stereo unspecified),5.0,-3.1,2.1,-2.7,-1.2,26.1,0.9,16.9,11.8
CCN(CC)CCN1C(=O)C(=O)/C(=C(/O)c2ccc(OC)cc2)C1c1ccco1 (stereo unspecified),5.2,-2.5,-1.7,-1.4,-4.4,3.5,2.7,1.2,3.3
CCCN(CC(=O)Nc1ccccc1OC)C(=O)c1ccc2ncsc2c1,0.3,-4.5,20.1,-2.5,-5.1,-8.8,-1.7,-2.3,6.8
COc1cccc(NC(=O)CN(C)C(=O)CCC(=O)c2cc(C)sc2C)c1,-1.0,0.3,1.7,-3.7,-3.7,-10.4,0.0,-9.3,-7.5
Cc1cc(NC(=O)COC(=O)CSCc2ccc(Cl)c(Cl)c2)no1,3.7,4.2,-14.1,-0.9,-1.0,9.3,-3.1,11.3,16.5
CCN1CCN(c2c(Cl)cccc2NC(=O)c2ccc(Br)o2)CC1,1.7,15.7,10.5,-2.5,-2.5,-6.9,-2.0,-6.3,-8.2
Cc1ccc(S(=O)(=O)N/N=c2\sc3ccccc3n2C)cc1,-7.5,-9.6,-5.5,-1.9,-1.2,10.7,-1.4,-16.8,-19.6
NC(=O)C1CCCN1S(=O)(=O)c1ccc2ccccc2c1 (stereo unspecified),-1.4,18.4,-38.4,-1.2,-4.4,-13.7,-0.6,-3.4,-8.4
COc1ccccc1CC(=O)N1CCN(c2ccccc2)CC1,-1.2,6.0,13.7,-1.4,-2.7,5.5,-0.3,-5.7,9.6
Cc1nc2ccc(NC(=O)N3CCCCC3)cc2s1,-8.4,-11.1,-6.3,1.6,-0.3,3.0,1.1,-22.8,-11.5
COC(=O)c1ccc(C)c(NC(=O)c2ccc(Cn3cc([N+](=O)[O-])cn3)o2)c1,4.9,20.0,18.3,0.1,-1.2,16.8,0.4,11.8,8.3
COc1ccc(C(=O)COC(=O)Cn2[nH]c(=O)c3ccccc3c2=O)c(OC)c1,3.2,17.7,26.5,3.2,-6.2,2.9,-0.4,7.1,10.4
